Source: PubChem
RGS4 block = human RGS4 inhibition. HEK293 M3R/RGS4 inducible, Fluo-4 calcium flux; active compounds read high; triggered by carbachol at its EC20. hit rate 0.45% among 310,000. B-score at 10 µM;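 active = B-score, a plate-corrected calcium signal, over three deviations above library mean, with baseline fluorescence within five deviations of library mean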;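 note: RGS4 expression induced by doxycycline in cells with stable M3 receptor; B-score is computed from the integrated fluorescence ratio over baseline after carbachol; higher B-score means a larger calcium signal and so more RGS4 inhibition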
RGS4 act = potentiators or activators of RGS4; HEK293 M3R/inducible RGS4, carbachol calcium flux Fluo4; active compounds read low; B-score at 10 µM; hit rate 0.92% among 310,000;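 active = B-score of the integrated calcium signal more than 4 SD below the library mean, with starting fluorescence not abnormally high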;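 note: negative B-score means reduced calcium response which marks RGS4 activation or potentiation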
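Assay system: Inducible-RGS4 HEK293 cells carrying M3 receptor | Schedule: Compound preincubation 20 min at room temperature before agonist | Signal: Kinetic calcium fluorescence imaging with Fluo4-AM dye, 2 µM | Read-out basis: B score from integrated fluorescence ratio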
HDAC3 inh = inhibitors of human histone deacetylase 3 | hit rate 0.15% among 320,000 | recombinant HDAC3, fluorogenic peptide/trypsin coupled, fluorescence | inhibition, % at 8.3 µM | AID 2718 | O15379; in the data active = inhibition above about 26%, passing the limit was not always enough; inconclusive = no clear call, values can overlap the other calls
KCNQ1 block = blocks the human KCNQ1 potassium channel. CHO-K1 KCNQ1, FluxOR thallium flux fluorescence; active compounds read high. P51787. B-score at 10 µM. AID 2642. hit rate 1.3% among 310,000;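 active = compounds whose thallium flux B-score, printed positive for inhibition, exceeds three library SD while starting fluorescence stays within three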;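 note: channel opened by potassium depolarization with thallium stimulus after 20 min compound exposure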
Target sequence (P51787 whole entry, looked up): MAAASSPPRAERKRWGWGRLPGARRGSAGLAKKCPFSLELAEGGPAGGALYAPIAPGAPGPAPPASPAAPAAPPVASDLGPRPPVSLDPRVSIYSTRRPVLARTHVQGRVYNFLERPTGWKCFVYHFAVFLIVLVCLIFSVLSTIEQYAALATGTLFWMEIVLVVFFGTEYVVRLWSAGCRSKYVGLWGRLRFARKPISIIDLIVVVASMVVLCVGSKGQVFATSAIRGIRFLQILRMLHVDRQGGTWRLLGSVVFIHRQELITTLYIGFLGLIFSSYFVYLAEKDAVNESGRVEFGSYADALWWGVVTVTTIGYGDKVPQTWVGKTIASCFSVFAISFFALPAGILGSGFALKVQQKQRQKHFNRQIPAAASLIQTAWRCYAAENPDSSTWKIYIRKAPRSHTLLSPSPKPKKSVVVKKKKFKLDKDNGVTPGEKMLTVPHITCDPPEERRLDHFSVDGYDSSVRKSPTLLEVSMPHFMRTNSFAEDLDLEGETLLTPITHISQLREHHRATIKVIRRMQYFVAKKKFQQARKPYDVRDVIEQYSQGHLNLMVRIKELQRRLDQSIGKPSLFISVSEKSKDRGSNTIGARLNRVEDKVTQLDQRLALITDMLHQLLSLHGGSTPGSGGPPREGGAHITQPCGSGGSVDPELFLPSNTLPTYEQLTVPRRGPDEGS
SKKanGAS inh = SKKanGAS growth inhibition; S. pyogenes SKKanGAS, kanamycin growth, BacTiter-Glo, 6 h; inhibition, % at 7.5 µM; hit rate 1.3% among 300,000; AID 1662;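 active = mean replicate score, as percent of positive control median, at least 50; inconclusive = mean below 50 but one replicate at or above 50; inactive = mean and every replicate below 50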;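 note: strain carries kanamycin resistance gene driven by streptokinase promoter and grows in 40 µg/ml kanamycin; loss of luminescence reflects streptokinase promoter inhibition or plain growth inhibition; 0% = median of DMSO wells and 100% = positive control at its reference dose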
hERG rescue = hERG (human) protection from proarrhythmic block; AID 1511; Q12809; hit rate 0.51% among 310,000; CHO-hERG, FluxOR thallium flux, dofetilide IC70 present; activation (rescue from dofetilide block), less the hit threshold, % at 10 µM;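 active = activation above the mean of controls blocked by dofetilide plus 5 SD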;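 note: thallium influx through hERG after potassium depolarization seen as dye fluorescence rise; in these data hits start at about 4.7%; inactives centre near -7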
ANO1 activ = activators or potentiators of mouse TMEM16A chloride channel; HEK293 TMEM16A/YFP-H148Q/I152L, iodide quench fluorescence; active compounds read low; B-score at 10 µM; hit rate 0.3% among 340,000; AID 623877;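 active = fluorescence-ratio B-score plate-corrected deviation score at least 3 library SD below zero, with starting fluorescence score within 5 deviations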;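 note: channel opened by trigger with iodide after compound preincubation; score built on the fluorescence ratio of max minus min over baseline; more negative score means more quench and so TMEM16A activation or potentiation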
KCNK9 block = inhibitors of human KCNK9 two-pore domain potassium channel | hit rate 1.2% among 310,000 | HEK293 KCNK9, FluxOR thallium flux fluorescence; active compounds read low | AID 488922 | B-score at 10 µM;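 active = ratio B-score over 3 SD below the library mean, with starting fluorescence within 5 SD of its mean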;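 note: negative B-score means less thallium flux so channel inhibition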
KCNK3 block = human KCNK3 channel inhibition, primary screen; AID 602410; CHO-KCNK3 thallium flux, FluxOR fluorescence; active compounds read low; hit rate 0.84% among 340,000; O14649; B-score at 10 µM;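 active = B-score under library mean minus 4 SD, starting fluorescence ratio at most library mean plus 5 SD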;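 note: more negative B-score means stronger inhibition of thallium flux through KCNK3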
Target sequence (O14649 whole entry, looked up): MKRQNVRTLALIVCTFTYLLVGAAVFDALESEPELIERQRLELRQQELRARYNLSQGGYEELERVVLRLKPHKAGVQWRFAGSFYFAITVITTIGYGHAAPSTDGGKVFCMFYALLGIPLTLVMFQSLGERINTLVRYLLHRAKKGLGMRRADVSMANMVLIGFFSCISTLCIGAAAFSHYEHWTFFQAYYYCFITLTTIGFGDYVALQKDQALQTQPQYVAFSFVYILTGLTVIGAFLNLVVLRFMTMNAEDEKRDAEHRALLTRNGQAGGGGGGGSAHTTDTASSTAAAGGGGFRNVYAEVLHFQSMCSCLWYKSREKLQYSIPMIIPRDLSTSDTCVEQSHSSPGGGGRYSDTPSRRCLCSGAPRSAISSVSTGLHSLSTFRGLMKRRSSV
KCNQ1 pot = potentiates or activates the human KCNQ1 potassium channel; AID 2648; CHO-K1 KCNQ1, thallium flux FluxOR fluorescence; active compounds read high; B-score at 10 µM; hit rate 0.35% among 310,000; P51787;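 active = fluorescence ratio B-score, a plate-corrected score, at least three library SD, with initial intensity B-score within 5 SD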
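Schedule – 37 °C overnight plating, 90-min dark dye load, 20-min compound pretreatment · System – stable KCNQ1 CHO-K1 line · Probe or stimulus – thallium- and potassium-containing depolarizing buffer · Measured by – kinetic FluxOR fluorescence, 10 s baseline plus 110 s post-stimulus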
TMEM16A inh = mouse TMEM16A channel inhibition, primary screen; normalized B-score (activity score, 25-100; higher = stronger inhibition) at 10 µM; hit rate 1.2% among 310,000; HEK293 TMEM16A/YFP iodide influx fluorescence, ionomycin; AID 588511;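 active = ratio plate-corrected score three or more library SD toward inhibition, starting fluorescence score within five deviations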;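 note: score derived from kinetic fluorescence span divided by baseline fluorescence per well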
Numbers without * were called inactive; i = inactive; u = inconclusive; x = no result given. No enrichment for hits (roughly 6.3% active in at least one column).

SMILES	RGS4 block	RGS4 act	HDAC3 inh	KCNQ1 block	SKKanGAS inh	hERG rescue	ANO1 activ	KCNK9 block	KCNK3 block	KCNQ1 pot	TMEM16A inh
CC(N=c1ccccn1C(=O)Nc1ccc(F)cc1)c1ccco1 (configuration not stated)	i	i	-8	i	4	-5	i	i	i	i	i
COc1ccc(OC)c(CNCc2ccc3c(c2)OCO3)c1	i	i	3	i	-2	-2	i	i	i	i	i
N#Cc1ccc(OCC(=O)N2CCN(S(=O)(=O)c3cccs3)CC2)cc1	i	i	2	i	-2	-9	i	i	i	i	i
COc1ccc(Cl)cc1NC(=S)N(Cc1cccnc1)Cc1ccco1	i	i	14	i	2	-11	i	i	i	i	i
Cc1ccc(S(=O)(=O)N2CCCC(C(=O)NC3CCCC3)C2)cc1Cl (configuration not stated)	i	i	6	i	1	-9	i	i	i	i	i
Cc1c(N=C2SCC(=O)N2/N=C/c2ccccc2Cl)c(=O)n(-c2ccccc2)n1C	i	i	1	i	36	-16	i	i	i	i	i
CN1CCC(=O)N([C@H](CSc2ccccc2)Cc2ccccc2)CC1	i	i	13	i	4	-6	i	i	i	i	i
CN(C)c1nc(N)nc(Nc2ccccc2C#N)n1	i	i	-1	i	0	-4	i	i	i	i	i
COc1ccc(C)cc1-n1cnnn1	i	i	-5	i	6	-4	i	i	i	i	i
Cn1c(CCNC(=O)c2ccco2)nc2cc(NS(=O)(=O)c3ccc(Cl)cc3)ccc21	i	i	-2	i	0	-26	i	i	i	i	i
COc1ccc(OC)c(-c2cc(C(=O)Nc3c(C)nn(Cc4ccc(Cl)cc4)c3C)no2)c1	i	i	3	i	22	-6	i	i	i	i	i
C/C(=N\OCc1ccccc1C#N)c1cc2ccccc2o1	i	i	-7	i	19	-5	i	-7.1*	i	i	i
COc1ccc(/C(C)=N/NC(=O)c2ccc(CSc3nncn3C)cc2)cc1	i	i	0	i	4	-10	i	i	i	i	i
Cn1cc(-c2ccccc2C(N)=O)c(=O)c2cc(Cl)ccc21	i	i	0	i	-1	-13	i	i	i	i	i
Cc1cc(C)c2sc(NC(=O)c3ccc(N4C(=O)CCC4=O)cc3)nc2c1	i	i	-12	i	7	-9	i	i	i	i	i
C=CCn1c(SCC(=O)Nc2ccc3c(c2)OCO3)nc2ccccc2c1=O	i	i	6	i	0	-4	i	i	i	i	i
C(=C\c1ccncc1)/c1ccncc1	i	i	x	i	-5	-8	i	i	i	i	i
CCOC(=O)N/N=C(/C)c1ccc([N+](=O)[O-])o1	i	i	1	i	6	-5	i	i	i	i	i
Cc1nc(SCC(=O)NC(=O)NC2CCCCC2)nc(C)c1C	i	i	2	i	-5	-4	i	i	i	i	i
CC(=O)NC(c1ccc(Cl)cc1)c1c(O)ccc2ccc(O)cc12 (configuration not stated)	i	i	u	i	14	-10	i	i	i	i	i

Some entries already given, showing only HDAC3 inh and RGS4 block:
canonical_smiles	HDAC3 inh	RGS4 block
COc1ccc(OC)c(CNCc2ccc3c(c2)OCO3)c1	3	i
C=CCn1c(SCC(=O)Nc2ccc3c(c2)OCO3)nc2ccccc2c1=O	6	i
Cc1c(N=C2SCC(=O)N2/N=C/c2ccccc2Cl)c(=O)n(-c2ccccc2)n1C	1	i
CN1CCC(=O)N([C@H](CSc2ccccc2)Cc2ccccc2)CC1	13	i

(next part)
SMILES	RGS4 block	RGS4 act	HDAC3 inh	KCNQ1 block	SKKanGAS inh	hERG rescue	ANO1 activ	KCNK9 block	KCNK3 block	KCNQ1 pot	TMEM16A inh
O=C(Cn1cc(C(F)(F)F)cc(Cl)c1=O)NCc1ccccc1	i	i	-24	i	2	-4	i	i	i	i	i
CCC1=C(OC(=O)N(CC)CC)N2C(=O)OC(=NCC3CC3)[C@]2(Cc2ccccc2)[C@H]2C1=CC[C@H]1C(=O)N(c3ccccc3)C(=O)[C@H]12	i	i	14	i	2	-3	i	i	i	i	i
CCOC(=O)c1sc(N)c(C#N)c1COC(=O)CNC(=O)c1ccccc1	i	i	3	i	3	-22	i	i	i	i	i
Cc1cc(C)cc(NC(=O)NCC(O)COc2ccc([N+](=O)[O-])cc2)c1 (configuration not stated)	i	i	3	i	8	-8	i	i	i	i	i
Cc1ccccc1Cn1ccc(NC(=O)c2cnn3c(C(F)(F)F)cc(-c4ccco4)nc23)n1	i	-7.5*	-5	i	20	-15	i	-7.6*	i	i	i
COc1nc(-c2ccccc2)ccc1-c1noc(-c2ccccc2)n1	i	i	1	i	6	-5	i	i	-12*	i	i
COC(=O)Cc1ccc(NC(=S)NCc2ccccc2)cc1	i	i	-5	i	2	-10	i	i	i	i	i
CCN(CC)S(=O)(=O)c1ccc(N(C)C)c(NC(=O)CSCc2c(C)noc2C)c1	i	i	7	i	-7	-14	i	i	i	i	i
CCN(CC)S(=O)(=O)c1ccc(OC)c(NS(=O)(=O)Cc2ccccc2)c1	i	i	-4	i	-2	-9	i	i	i	i	i
CCOc1ccccc1NC(=O)C1CCCN(C(=O)NCc2ccccc2)C1 (configuration not stated)	i	i	-3	i	-3	-11	i	i	i	i	i
CC1CCN(c2nc3c(c(=O)[nH]c(=O)n3C)n2CCCc2ccccc2)CC1	i	i	3	i	7	-9	i	i	i	i	i
CN1CCCCc2c1nc1c(c2N)CCCC1	i	i	-17	i	-1	-11	i	i	i	i	i
Cc1sc2ncnc(N)c2c1C	i	i	-4	i	1	-2	i	i	i	i	i
CC(=O)c1cccc(NC(=O)c2cc(-c3cccs3)on2)c1	i	i	-6	i	-9	-6	i	i	i	i	i
Cn1c(SCC(=O)OC2CCCCC2)nnc1-c1ccco1	i	i	8	i	-2	-7	i	i	i	i	i
CC1CN(C(=S)Nc2ccc(Br)cc2Cl)CC(C)O1 (configuration not stated)	i	i	-4	i	0	-9	i	i	i	i	i
CCOC(=O)C1=C(C)N(CC(C)C)C(=O)/C1=C\c1ccc(OCC(=O)Nc2ccccc2)cc1	i	-7.1*	2	i	19	-11	i	i	i	i	i
CC(=O)N1[C@H](Cc2ccccc2)C=C[C@]1(C)C(=O)NCCN1CCOCC1	i	i	-1	i	-5	-6	i	i	i	i	i
Cc1ccc(NC(=O)CSc2nnc(-c3ccncc3)s2)cc1	i	i	-2	i	-4	-7	i	i	i	i	i
CN(C)CCCCOc1cccc(Br)c1	i	i	0	i	-3	-3	i	i	i	i	i
CC12CN3CC(C)(CN(C1)C3c1ccc(Br)cc1)C2 (configuration not stated)	i	i	-3	i	10	-9	i	i	i	i	i
c1ccc(COn2c(-c3ccccc3)nc3c2CCc2nonc2-3)cc1	i	i	3	i	1	-4	i	i	i	i	i
CN(Cc1nc2ccccc2n1C)C(=O)c1cccs1	i	i	6	i	-7	-4	i	i	i	i	i
O=C(NC1CCN(Cc2nnnn2CCc2ccccc2)CC1)c1ccccc1F	i	i	0	i	-1	-15	i	i	i	i	i
COCCn1c(N)c(C(=O)NCc2cccs2)c2nc3ccccc3nc21	i	i	-6	i	13	-15	i	i	i	i	i
CS(=O)(=O)N(CC(=O)NC1CCCCCC1)Cc1ccc(Cl)cc1	i	i	0	i	0	-8	i	i	i	i	i
CC(=O)Oc1ccc(N2C(=O)C3C4C=CC(O4)C3C2=O)cc1 (configuration not stated)	i	i	-5	i	-2	-3	i	i	i	i	i
Cc1cccc(N(CC(=O)NCCSCc2ccccc2)S(C)(=O)=O)c1C	i	i	4	i	15	-11	i	i	i	i	i
CN(CC(O)COc1ccc2ccccc2c1)C1CCCCC1 (configuration not stated)	i	i	-3	i	-5	-13	i	i	i	i	i
c1ccc2c(c1)CCCC2NC1=NCCC1 (configuration not stated)	i	i	0	i	-10	-10	i	i	i	i	i
CN(CCOc1ccccc1)C(=O)c1cc(COc2c(F)cccc2F)on1	i	i	-2	i	-5	-7	i	i	i	i	i
COc1ccc(C(=O)Nc2cc(C)on2)cc1OC	i	i	-3	i	3	-3	i	i	i	i	i
Cc1noc(COc2ccccc2OCC(O)CNC(C)(C)C)n1 (configuration not stated)	i	i	-4	i	1	-5	i	i	i	i	i
CCc1nc(Nc2ccc(N3CCN(C(C)=O)CC3)cc2)c2oc3ccccc3c2n1	i	i	4	i	29	-5	i	i	i	i	i
O=C(Nc1ccc(CN2CCOCC2)cc1)c1ccc(Cl)cc1Cl	i	i	1	i	-2	-2	i	i	i	i	i
CC(=O)OCC(=O)[C@@]1(O)CC[C@H]2[C@@H]3C[C@H](C)C4=CC(=O)C=C[C@]4(C)[C@H]3[C@@H](O)C[C@@]21C	i	i	-7	i	-3	-6	i	i	i	i	i
O=c1c(Cc2ccc(Cl)cc2)c(O)ccn1Cc1ccccc1	i	i	-6	i	5	-7	i	i	i	i	i
CC(=O)N(C1=C(O)c2ccccc2C(=O)C1=O)C1CCCCC1	i	i	10	i	-3	-3	i	i	i	i	i
CON(C)c1nc(NCC(C)C)nc(OCC#N)n1	i	i	-1	i	-10	-10	i	i	i	i	i
N#Cc1ccccc1NC(=O)COC(=O)COc1ccccc1[N+](=O)[O-]	i	i	2	i	2	-24	i	i	i	i	i

KCNK3 block, what is marked active above
molecule	RGS4 block	HDAC3 inh	KCNQ1 block	ANO1 activ	KCNK9 block	KCNK3 block	KCNQ1 pot
COc1nc(-c2ccccc2)ccc1-c1noc(-c2ccccc2)n1	i	1	i	i	i	-12*	i

(continued)
SMILES	RGS4 block	RGS4 act	HDAC3 inh	KCNQ1 block	SKKanGAS inh	hERG rescue	ANO1 activ	KCNK9 block	KCNK3 block	KCNQ1 pot	TMEM16A inh
CCn1cc(C2=NOC(C(=O)O)C2)c(C)n1 (configuration not stated)	i	i	-1	i	4	-8	i	i	i	i	i
COCCOc1ccc(C(F)(F)F)cc1NC(=O)c1ccc(F)cc1	i	i	-4	i	-1	-6	i	i	i	i	i
Cc1ccc(C(=O)NCCNC(=O)c2ccco2)cc1C	i	i	-2	i	1	-8	i	i	i	i	i
CCN(c1ccccc1)S(=O)(=O)c1ccc(OC)c(NC(=O)c2cccs2)c1	i	i	4	i	-4	-10	i	i	i	i	i
COC(=O)c1c(-c2ccccc2)c(-c2ccccc2)nn(C)c1=O	i	i	5	i	-6	-9	i	i	i	i	i
Cc1nn(CC(=O)N2CCOCC2)c(=O)c2nn(-c3ccccc3)c(C)c12	i	i	-7	i	3	-1	i	i	i	i	i
